PNC assembly inh – inhibitors of perinucleolar compartment assembly | activity change (PNC), negative = inhibition, % at 10 µM | PC3M PTB-GFP, PNC prevalence imaging, 16 h; stronger effect = lower value | hit rate 3.1% among 140,000;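 active = readout at or below -70, meaning at least 70% loss of cells showing the perinucleolar compartment, a nuclear body marking cancer cells; inconclusive = readout between -30 and a set limit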;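 also: plate controls were DMSO wells for no effect and camptothecin positive control wells for full effect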
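Compounds are pinned in duplicate onto adhered PC3M cells stably expressing GFP-tagged PTB and incubated 16 h at 37 C. Cells are then fixed, nuclei stained with Hoechst, and PNC-positive cells counted.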
IMPase cell inh – membrane-permeable compound that blocks inositol monophosphatase; P97697; CHO-M1 cells, IP1 accumulation, HTRF TR-FRET ratio; inhibition (IP1 accumulation), % at 46.1 µM; 120,000 tested, under 10 active; AID 901; active = well fitted curve in the direction sought with a large enough effect in the signal ratio, not every such curve was filed as active; inconclusive = small, poorly fitted or top-dose-only effect, or a change in a side signal; inactive = no such curve, though single readings can be large or run the other way; the % refers to the signal ratio;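 also: cells stimulated with carbachol in lithium chloride buffer; plate controls were DMSO basal wells for no effect and reference inhibitor wells for full effect; higher means more IMPase inhibition seen as more IP1 and lower FRET ratio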
Target sequence (P97697 whole entry, looked up): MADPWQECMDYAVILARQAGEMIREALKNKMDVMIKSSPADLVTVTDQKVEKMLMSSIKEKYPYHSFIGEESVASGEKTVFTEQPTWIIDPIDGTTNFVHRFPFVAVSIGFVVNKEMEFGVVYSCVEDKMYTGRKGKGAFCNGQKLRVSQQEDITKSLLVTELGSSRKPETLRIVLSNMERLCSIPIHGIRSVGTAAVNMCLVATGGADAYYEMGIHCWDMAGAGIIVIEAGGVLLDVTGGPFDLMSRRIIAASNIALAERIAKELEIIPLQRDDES
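Elevated IP1 in lysates lowers TR-FRET signal (665/620 ratio and 620 channel reported). Cells were CHO-M1, given carbachol (50 uM as added) plus 50mM LiCl, pH 7.4, 30 min, 37C; compounds titrated up to 46 uM; AC50 by Hill equation.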
12-hLO inh – blocks human 12-lipoxygenase activity | P18054 | Potency, µM (series often up to 57.1 µM), for inactives: at the highest dose activity change, negative = inhibition, actives largely listed as inhibitors | purified 12-hLO, xylenol orange hydroperoxide absorbance | hit rate 0.12% among 150,000 | AID 1452; also: potency is read from the fitted curve at half-maximal effect; nearly all actives have a fitted effect of over 55% in size; many of its hits are not listed in these tables
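Hydroperoxide output read as Fe(III)-xylenol orange absorbance, 573-to-405 nm ratio, after 30 min reaction with 40 uM arachidonic acid. Enzyme: 150 nM purified human 12hLO, 15 min compound preincubation; 25 mM Hepes pH 7.0, room temperature.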
15-hLO-2 inh – inhibitors of human 15-lipoxygenase 2 (ALOX15B) | O15296 | purified 15hLO-2, xylenol orange hydroperoxide absorbance | Potency, µM (doses to about 57.1 µM), inactives show at the top dose activity change, negative = inhibition, hits mostly inhibitors | hit rate 0.56% among 110,000 | AID 881; also: potency is read from the fitted curve at half-maximal effect; nearly all actives have a fitted effect of over 60% in size; many of its hits are not listed in these tables
Target sequence (O15296 whole entry, looked up): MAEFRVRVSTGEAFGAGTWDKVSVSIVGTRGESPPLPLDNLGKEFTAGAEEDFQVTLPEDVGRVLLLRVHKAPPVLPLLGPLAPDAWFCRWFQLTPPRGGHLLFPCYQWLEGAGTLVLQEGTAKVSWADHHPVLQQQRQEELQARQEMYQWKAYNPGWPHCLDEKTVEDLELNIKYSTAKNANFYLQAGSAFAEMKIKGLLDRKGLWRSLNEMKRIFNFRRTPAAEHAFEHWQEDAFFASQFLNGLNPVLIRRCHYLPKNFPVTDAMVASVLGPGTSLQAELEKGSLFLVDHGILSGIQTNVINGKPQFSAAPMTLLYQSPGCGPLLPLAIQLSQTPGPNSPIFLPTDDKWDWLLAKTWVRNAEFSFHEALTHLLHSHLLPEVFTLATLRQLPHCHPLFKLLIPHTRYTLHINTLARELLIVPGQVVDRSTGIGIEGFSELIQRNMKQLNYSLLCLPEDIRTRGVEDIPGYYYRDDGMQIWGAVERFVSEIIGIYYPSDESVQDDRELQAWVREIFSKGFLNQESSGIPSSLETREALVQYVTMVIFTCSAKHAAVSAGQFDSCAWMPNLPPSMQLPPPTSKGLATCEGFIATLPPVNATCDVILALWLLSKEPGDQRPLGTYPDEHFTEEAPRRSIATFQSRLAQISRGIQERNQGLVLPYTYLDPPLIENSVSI
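Purified human 15hLO-2 (50 nM final) preincubated with compounds 15 min at room temperature in 25 mM Hepes pH 7.5, 0.01% Triton X-100, then 45 uM arachidonic acid added for 90 min; hydroperoxide detected via ferrous/xylenol orange, 573/405 nm absorbance ratio.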
The depositor's hits bear a star; ? = inconclusive; nt = not tested or not shown; [ ] = remark or other dose. Unless noted, calls follow the shape of the dose curve; as a rule, active = well fitted curve in the direction sought with a large enough effect; inconclusive = small, poorly fitted or top-dose-only effect, or another doubt; inactive = no such curve, though single readings can be large; an effect the other way counts as inactive or inconclusive. Unless noted, % is scaled to controls: 0 for no effect and ±100 for the full control effect.

| SMILES | IMPase cell inh | 12-hLO inh | 15-hLO-2 inh | PNC assembly inh |
| --- | --- | --- | --- | --- |
| COc1cc(C2Nc3ccc4ncccc4c3C3=C2C(=O)CC(C)(C)C3)cc(OC)c1O (stereo not drawn) | 11 | 3% | -8% | -14 |
| CC(C)(C)NC(=O)C(c1ccco1)N(C(=O)c1csnn1)c1ccccc1 (stereo not drawn) | 21 | -1% | -1% | 31 |
| COc1ccc(Nc2ncnc3scc(-c4ccc(OC)cc4)c23)cc1 | nt | 6% | nt | ? |
| O=C(COC(=O)CN1C(=O)c2ccccc2C1=O)Nc1ncc(Cl)cc1Cl | 1 | -5% | -5% | 38 |
| CC(C)(C)c1ccc(S(=O)(=O)NCC(=O)Nc2sc3c(c2C(N)=O)CCCC3)cc1 | 0 | -1% | -8% | 7 |
| Cc1ccc(NC2=NCC(=O)N2Cc2ccccc2)c(C)c1 | -5 | -1% | nt | -29 |
| O=C(Nc1ccccc1)c1ccc(Cn2cc(C(F)(F)F)ccc2=O)cc1 | 5 | 4% | -24% | 92 |
| CC(=O)Oc1ccc2c(c1)CCC1C2CC[C@]2(C)C(=O)CCC12 (stereo partly drawn) | nt | -5% | 1% | nt |
| CCC(NC(=O)C1CCC1)c1ccc(C)cc1 (stereo not drawn) | 12 | 5% | nt | 227 |
| COc1ccc(-c2noc(CCC(=O)N(C)c3cccc(C)c3)n2)cc1 | 1 | -1% | 2% | 1 |
| Cc1cccc(OCCNC(=O)c2ncn[nH]2)c1 | 9 | 1% | -1% | -18 |
| Cn1nc(C(F)(F)F)c(C(=O)Nc2ccc(F)cc2F)c1Sc1ccc(C(F)(F)F)cc1 | 7 | -6% | -8% | 33 |
| CC1CCC(NC(=O)C2CCC(CNS(=O)(=O)c3cccc4nsnc34)CC2)CC1 (stereo not drawn) | -13 | 10% | -18% | 30 |
| Cc1nnc(SCc2nnc(-c3ccccc3Br)o2)n1-c1ccccc1 | -5[1.84 µM] | 2% | -8%[11.4 µM] | -28 |
| Cc1ccc2[nH]c3c(c2c1)CN(C(=O)CN1CCN(c2ccccn2)CC1)CC3 | 1 | -4% | 5% | -13 |
| O=C(CSc1nnc(Cc2ccccc2)o1)NCCc1ccccc1 | 2 | -3% | -1% | -28 |
| COc1ccc(S(=O)(=O)Nc2cccc(N(C)S(C)(=O)=O)c2)cc1Br | ? | 1% | nt | 23 |
| CCOCCn1c(CN2CCC(Cc3ccccc3)CC2)nc2c1c(=O)n(C)c(=O)n2C | ? | -4% | 1% | ? |
| CCC(=O)N1CCN(c2ccc(NC(=O)COc3ccccc3Cl)cc2)CC1 | 2 | -5% | 4% | 30 |
| O=C(N1CCOCC1)N1CCN(c2ccccc2)CC1 | 3 | -5% | 0% | 25 |
| Cc1cc2oc(=O)cc(CN3CCN(Cc4ccccc4)CC3)c2cc1Cl | 4 | 2% | 53%[activator] | ? |
| Cc1ccccc1CSCC(=O)Nc1c(C)n(C)n(-c2ccccc2)c1=O | nt | -2% | nt | 29 |
| O=c1cc(-c2ccccc2)oc2ccccc12 | nt | -2% | 6% | nt |
| CCCc1nc2ccccc2n1CCOC | 4 | 4% | -1% | 7 |
| N/C(=N\OC(=O)CCc1ccccc1)c1ccc(Cl)cc1 | 0 | -12% | 4% | ? |
| Cc1nn(Cc2ccccc2Cl)c2sc(C(=O)Nc3ccccc3N3CCOCC3)cc12 | nt | -4% | nt | 4 |
| Cc1cccc(NC(=S)NC2CC3CCC(C2)N3Cc2ccco2)c1C (stereo not drawn) | 3 | 4% | -1% | -7 |
| Cc1cc(C(=O)OCc2nc3ccccc3s2)c(C)o1 | -3 | -5% | 1% | 1 |
| COc1ccc(C)cc1NC(=O)c1[nH]c(C)c(C(C)=O)c1C | -2 | 3% | -8% | 41 |
| CCCn1nc(C(=O)Oc2ccc3c(C)cc(=O)oc3c2)c2ccccc2c1=O | nt | 1% | nt | ? |
| CCOC(=O)C1CCCN(C(=O)Nc2cccc(Cl)c2)C1 (stereo not drawn) | 1 | 4% | 1% | 38 |
| Cc1c(Cc2c(C)n(C)n(-c3ccccc3)c2=O)c(=O)n(-c2ccccc2)n1C | nt | 3% | nt | 31 |
| CCOC(=O)CNC(=O)c1ccc2[nH]c3c(c2c1)CCCC3 | -1 | -5% | -5% | 7 |
| Cc1cc(C)nc(N(C#N)CCOc2ccccc2)n1 | 6 | -6% | 4% | 2 |
| CCOc1ccccc1OCCCCOc1ccccc1F | nt | -1% | nt | 28 |
| Cc1ccc(S(=O)(=O)NCCNC(=O)c2ccccc2)cc1 | 3 | -1% | 13% | 3 |
| O=C1c2ccccc2C(=O)N1CCn1c(=O)oc2ccccc21 | -18[1.84 µM] | 2% | 3%[11.4 µM] | ? |
| CCOC(=O)C1=Nc2ccccc2C1=[N+]=[N-] | -2 | -10% | -6% | 28 |
| CCCSc1nn2c(=O)c3ccccc3nc2s1 | 2 | 4% | -2% | ? |
| Cn1c2c(c(=O)n(C)c1=O)C(C(F)(F)F)(C(F)(F)F)N=C(c1ccccc1Cl)N2 | -2 | 4% | 2% | 27 |

Single entries from above:
Result for `Cc1ccccc1CSCC(=O)Nc1c(C)n(C)n(-c2ccccc2)c1=O` in 12-hLO inh: -2%
Result for `Cc1cc(C(=O)OCc2nc3ccccc3s2)c(C)o1` in 12-hLO inh: -5%
Result for `CCOC(=O)C1CCCN(C(=O)Nc2cccc(Cl)c2)C1` (stereo not drawn) in 15-hLO-2 inh: 1%
Result for `CCCc1nc2ccccc2n1CCOC` in 12-hLO inh: 4%
Result for `Cc1cccc(NC(=S)NC2CC3CCC(C2)N3Cc2ccco2)c1C` (stereo not drawn) in 15-hLO-2 inh: -1%
Result for `COc1ccc(C)cc1NC(=O)c1[nH]c(C)c(C(C)=O)c1C` in IMPase cell inh: -2

(listing goes on)
| SMILES | IMPase cell inh | 12-hLO inh | 15-hLO-2 inh | PNC assembly inh |
| --- | --- | --- | --- | --- |
| COC(=O)c1c(NC(=O)c2ccccc2)sc2c1CC(C)(C)OC2 | -16 | -1% | 13% | 36 |
| Cc1c(N2C(=O)c3ccc(F)cc3C2=O)c(=O)n(-c2ccccc2)n1C | 11 | -3% | nt | 283 |
| COc1ccc(C(=O)Nc2c(Cl)cc(Cl)cc2C(=O)NCCN2CCOCC2)cc1 | 0 | -1% | nt | 7 |
| O=C(Cn1nnc(-c2ccc(CN3CCOCC3)cc2)n1)N1CCCc2ccccc21 | 0 | 2% | 4% | 17 |
| O=C(C1CCCN(S(=O)(=O)c2cccc3nsnc23)C1)N1CCc2ccccc21 (stereo not drawn) | -3 | 7% | -13% | -12 |
| O=C(CSc1nnc(C2CC2)n1-c1ccccc1)NCCc1ccc(F)cc1 | -5 | -13% | -2% | -11 |
| COc1ccc(C(=O)Nc2ccc(S(=O)(=O)NC(C)C)cc2)cc1 | 1 | 5% | -1% | -112* |
| Cc1ccc(C(=O)NCCc2csc(-c3cccnc3)n2)cc1 | -5 | -4% | 2% | 2 |
| CCCCN(CC)C(=O)c1cc2cc3ccc(OC)cc3nc2o1 | 5 | 2% | -1% | -27 |
| Cc1c(C(c2cccc(O)c2)c2c(C)n(C)n(-c3ccccc3)c2=O)c(=O)n(-c2ccccc2)n1C | nt | -3% | nt | -18 |
| FC(F)Oc1ccccc1NC(=S)NCc1ccco1 | 2 | -7% | nt | 63 |
| COc1cc(C)nc(Oc2ccc(=O)[nH]n2)n1 | 4 | -1% | -4% | -23 |
| O=C(OCC(=O)c1ccc(S(=O)(=O)N2CCCC2)cc1)C1=COCCO1 | -3 | 2% | -12% | 23 |
| Cc1ccc(-n2c(=O)cc(NCc3cccnc3)[nH]c2=O)cc1 | 7 | -3% | 0% | -21 |
| OCCCc1nc2n(n1)C(c1cccs1)C=C(c1ccccc1)N2 (stereo not drawn) | 7 | -5% | -8% | -22 |
| OCCCc1nc2ccccc2n1CCc1ccccc1 | 0 | -4% | nt | 28 |
| COc1cccc(OC)c1OCCN1CCN(C(=O)c2ccco2)CC1 | 3 | 8% | -7% | -11 |
| CCOc1ccc(N=C(/C(C(=O)C(=O)N2CCOCC2)=C(\O)c2ccccc2)c2ccccc2)cc1 | nt | -7% | nt | -11 |
| CCCCOC(=O)C(C)Oc1ccc(=O)n(-c2ccccc2)n1 (stereo not drawn) | 4 | 7% | -4% | 19 |
| CC(Oc1ccccc1F)C(=O)Nc1ccc2ccccc2c1 (stereo not drawn) | ? | -5% | nt | -87* |

For convenience, part of the list above:
| SMILES | IMPase cell inh | 12-hLO inh | 15-hLO-2 inh | PNC assembly inh |
| --- | --- | --- | --- | --- |
| COc1cc(C2Nc3ccc4ncccc4c3C3=C2C(=O)CC(C)(C)C3)cc(OC)c1O (stereo not drawn) | 11 | 3% | -8% | -14 |
| CC(C)(C)NC(=O)C(c1ccco1)N(C(=O)c1csnn1)c1ccccc1 (stereo not drawn) | 21 | -1% | -1% | 31 |
| COc1ccc(Nc2ncnc3scc(-c4ccc(OC)cc4)c23)cc1 | nt | 6% | nt | ? |

More structures follow.
| SMILES | IMPase cell inh | 12-hLO inh | 15-hLO-2 inh | PNC assembly inh |
| --- | --- | --- | --- | --- |
| CCOC(=O)c1c(C)oc2c1c(C=NCC1CCCO1)c(O)c1ccccc12 (stereo not drawn) | 3 | 0% | -20% | 56 |
| O=C1CC(c2ccccc2)CCc2sccc2N1 (stereo not drawn) | 3 | -1% | -4% | 12 |
| COCC(C)NCc1cccc([N+](=O)[O-])c1 (stereo not drawn) | 10 | -11% | -8% | ? |
| O=C(Nc1cnccn1)c1cccs1 | -5 | 7% | -3% | -1 |
| O=C(OCc1ccc2c(c1)OCO2)c1ccc(S(=O)(=O)N2CCCC2)cc1 | 8 | 2% | -6% | 43 |
| CCOC(=O)CCCNC(=O)COc1ccccc1C#N | 1 | 3% | -6% | -12 |
| N#Cc1c(-c2ccccc2)cc(-c2ccco2)c(C#N)c1N | 1 | -18% | ? | ? |
| COc1ccc2oc(=O)c(/C(C)=N/NC(=O)c3ccncc3)cc2c1 | 24 | -8% | nt | 1 |
| Cn1ncc(Cl)c(Oc2ccc(C(C)(C)C)cc2)c1=O | nt | 0% | nt | -22 |
| COC(=O)c1ccccc1NC(=S)NC(NC(=O)c1ccccc1[N+](=O)[O-])C(Cl)(Cl)Cl (stereo not drawn) | 3 | -4% | -3% | 45 |
| C/C(Cc1ccccc1)=N\NC(=O)C1CCCCC1 | nt | 1% | nt | -11 |
| O=S(=O)(Nc1ccc(N2CCOCC2)nn1)c1ccccc1 | -3 | -2% | -7% | 42 |
| O=C(Nc1ccc(COc2ccccc2)cc1)c1cccc([N+](=O)[O-])c1 | -8 | -1% | nt | 5 |
| CC(C)c1nc(SCC(=O)N2c3ccccc3CC2C)c2ccccc2n1 (stereo not drawn) | ? | 1% | 4%[11.4 µM] | -8 |
| Cc1nc(SCCC(=O)O)c2ccccc2n1 | ? | -2% | 5% | 7 |

Single records (already shown).
O=C(OCc1ccc2c(c1)OCO2)c1ccc(S(=O)(=O)N2CCCC2)cc1 is entered as IMPase cell inh: 8; 12-hLO inh: 2%; 15-hLO-2 inh: -6%; PNC assembly inh: 43
CCOC(=O)CCCNC(=O)COc1ccccc1C#N is entered as IMPase cell inh: 1; 12-hLO inh: 3%; 15-hLO-2 inh: -6%; PNC assembly inh: -12

From PubChem
